# High-throughput results (PubChem BioAssay)
# DAX1 inh-1 = DAX1 (NR0B1) inhibitors, primary screen, cell-based, HEK293, Gal4-DAX1, luciferase luminescence. Nuclear receptor subfamily 0 group B member 1 (Homo sapiens), P51843. HEK293 Gal4-DAX1 luciferase reporter. inhibition, % at 6.75 µM. 340,000 compounds, 0.99% hits. AID 504766, 2011;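 active = inhibition above the mean over all tested compounds plus 3 SD, cut at about 4.2% in these data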;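 note: 0% = DAX1-transfected cells with DMSO and 100% = empty-vector control cells with DMSO; inhibition shows as a rise in luminescence from relieved DAX1 repression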
# Target sequence (P51843 207-470 limits assumed): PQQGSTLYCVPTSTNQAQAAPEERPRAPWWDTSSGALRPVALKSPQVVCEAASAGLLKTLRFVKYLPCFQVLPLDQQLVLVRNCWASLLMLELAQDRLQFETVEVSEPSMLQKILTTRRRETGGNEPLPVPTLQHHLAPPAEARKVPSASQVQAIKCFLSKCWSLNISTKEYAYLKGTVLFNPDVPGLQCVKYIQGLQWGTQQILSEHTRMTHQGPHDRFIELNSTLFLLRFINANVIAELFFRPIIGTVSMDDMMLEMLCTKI
# ssDAF12 agonist = S. stercoralis DAF-12 nuclear receptor activators, primary screen, cell-based, luminescence, HEK293, GRIP1 co-expression, lit1-tk-luc; Nuclear hormone receptor DAF-12 (Strongyloides stercoralis); HEK293 ssDAF-12/GRIP1 lit1-tk-luc reporter; % of 3 µM dafachronic acid response; activation, % at 6.8 µM; 370,000 compounds, 1% hits; AID 652126, 2013;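 active = activation above the mean over all tested compounds plus 3 SD, cut at about 0.9% in these data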;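 note: 0% = DMSO-only wells and 100% = 3 µM delta7-dafachronic acid wells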
# DAX1 inh-2 = DAX1 (NR0B1) inhibitors on StAR promoter, primary screen, cell-based, luminescence, SF-1 (NR5A1), full-length DAX-1. HEK293T StAR-luciferase reporter, SF-1/DAX-1 repression relief. inhibition, % at 6.8 µM. 370,000 compounds, 1.1% hits. AID 652010, 2013;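 active = inhibition above the mean over all tested compounds plus 3 SD, cut at about 3.6% in these data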;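 note: 0% = DAX-1 cells with DMSO and 100% = cells lacking DAX-1 with DMSO; higher inhibition means more luminescence from relief of DAX-1 repression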
# hcDAF12 agonist = H. contortus DAF-12 nuclear receptor activators, primary screen, cell-based, luminescence, HEK293, lit1-tk-luc reporter; HEK293 hcDAF-12 lit1-tk-luc reporter; 0% DMSO, 100% Δ7-dafachronic acid; activation, % at 6.8 µM; 370,000 compounds, 1.4% hits;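 active = activation above the mean of all tested compounds plus 3 SD, cut at about 5.5% in these data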;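 note: 100% = response to 3 µM Δ7-dafachronic acid high control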
# FXN GAA850 act = FXN promoter activators, primary screen, cell-based, luciferase luminescence, HEK293 lucGAA850; HEK293 lucGAA850 FXN promoter luciferase reporter, 24 h; percent of 10 µM SAHA response; activation, % at 6 µM; 360,000 compounds, 0.56% hits;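 active = activation above the average of all compounds screened plus 3 SD, cutoff fixed separately per campaign, cut at about 7.5% in these data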;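 note: 0% = DMSO wells and 100% = 10 µM SAHA wells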
# sPLA2-III inh = human group III sPLA2 inhibitors, primary screen, biochemical, QFRET, BODIPY PC-A2 liposome substrate; QFRET BODIPY PC-A2 liposome hydrolysis, fluorescence; inhibition, % at 12.2 µM; 370,000 compounds, 0.56% hits; AID 743126, 2013;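 active = inhibition above mean plus 3 SD of compounds lying within the high and low control bounds, cut at about 19% in these data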;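 note: 0% = median of test compound wells and 100% = no enzyme DMSO wells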
# Target sequence (Q9NZ20 whole entry, looked up): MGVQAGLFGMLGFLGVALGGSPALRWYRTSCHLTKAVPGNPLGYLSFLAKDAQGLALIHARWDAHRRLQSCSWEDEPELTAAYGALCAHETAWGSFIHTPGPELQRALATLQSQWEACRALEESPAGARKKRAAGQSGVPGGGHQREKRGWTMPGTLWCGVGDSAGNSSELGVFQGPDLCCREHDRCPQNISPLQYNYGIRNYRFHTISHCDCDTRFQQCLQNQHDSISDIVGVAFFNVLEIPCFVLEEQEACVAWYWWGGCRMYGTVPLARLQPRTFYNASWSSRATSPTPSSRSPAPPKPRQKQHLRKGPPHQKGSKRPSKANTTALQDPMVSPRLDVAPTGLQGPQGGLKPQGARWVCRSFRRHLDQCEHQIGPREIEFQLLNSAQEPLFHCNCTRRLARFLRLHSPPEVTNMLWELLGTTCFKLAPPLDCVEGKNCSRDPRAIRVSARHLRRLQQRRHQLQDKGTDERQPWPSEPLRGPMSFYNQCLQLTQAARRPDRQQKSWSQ
# PG9 binder = binders of HIV-1 gp120 antibody PG9, primary screen, biochemical, TR-FRET | HIV-1 gp120 / PG9 antibody interaction | TR-FRET gp120-PG9 antibody binding | inhibition, % at 6.7 µM | 360,000 compounds, 0.43% hits; in the data active = inhibition above about 8.5%
# hgDAF12 agonist = H. glycines DAF-12 receptor agonists, primary screen, cell-based, luminescence, HEK293, GAL4 fusion, UAS-luciferase. HEK293 GAL4-hgDAF12 UAS-luciferase reporter, agonist luminescence; normalized to butyrate control. activation, % at 6.8 µM. 370,000 compounds, 1.8% hits;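 active = activation above a cutoff set at the mean of all screened compounds plus 3 SD, cut at about 10% in these data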;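 note: 0% = DMSO wells and 100% = sodium butyrate wells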
# Rev-erbA mod = modulators of Rev-erb alpha DNA binding, primary screen, biochemical, FITC-DNA, fluorescence polarization, uHTS; Rev-erbα–FITC-DNA binding, 90 min; activity, % at 10 µM; 370,000 compounds, 0.79% hits; AID 1259318, 2017;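 active = activity above about 14%, limit read from the data; passing the limit was not always enough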;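 note: 0% = DMSO wells with 35 nM protein and 100% = DMSO wells with 750 nM protein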
# PLCb3 inh = human PLC-beta3 inhibitors, primary screen, biochemical, fluorescence. 1-phosphatidylinositol 4,5-bisphosphate phosphodiesterase beta-3 (Homo sapiens), Q01970. Purified PLC-beta3, fluorogenic substrate. inhibition, % at 12.2 µM. 370,000 compounds, 0.18% hits; in the data active = inhibition above about 11%;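 note: 0% = median of compound wells on plate and 100% = full blocker control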
# SMARCA2 activ = SMARCA2 (BRM) function activators, primary screen, cell-based, luminescence, high throughput; MG213 cells, MMTV-luciferase reporter, dexamethasone, overnight; activation, % at 9.1 µM; 370,000 compounds, 1% hits; AID 652017, 2013; in the data active = activation above about 7.8%;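 note: 0% = vehicle wells and 100% = reference activator wells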
# An asterisk follows results filed as active; i = inactive; . = not tested or not shown.
SMILES,DAX1 inh-1,ssDAF12 agonist,DAX1 inh-2,hcDAF12 agonist,FXN GAA850 act,sPLA2-III inh,PG9 binder,hgDAF12 agonist,Rev-erbA mod,PLCb3 inh,SMARCA2 activ
O=C(CSC(=S)N1CCCC1)Nc1ccc(Br)cc1Cl,-1.0,-1.4,-1.2,-0.5,2.3,10,1.1,-1.8,-1,-3,-2
Cn1c(SCC(=O)Nc2ncc(C(F)(F)F)cc2Cl)nnc1-c1ccc(Cl)cc1,0.6,-1.9,0.0,-2.9,0.1,-13,0.7,1.6,1,3,2
Cc1cc2c(cc1C)C(c1ccccc1Br)CC(=O)N2 (stereo unspecified),-0.8,-0.4,-0.2,-0.3,0.9,-5,-2.1,1.3,2,5,-6
Cc1[nH]c(N)nc(=S)c1CCCNc1ccccc1,-2.0,-0.8,-0.5,-0.1,3.8,24*,1.3,0.4,-2,5,1
CCNC(=O)CSc1nnc(-c2ccccc2Br)n1-c1cccc(C(F)(F)F)c1,0.0,-1.7,-0.6,-2.5,-0.8,1,-0.1,-2.4,6,1,-1
C=CCc1cccc(CNc2nc3ccccc3n2C(C)C)c1O,-1.2,-1.5,-0.5,-0.7,-1.1,-2,-0.3,-0.9,4,0,-3
CCCn1c(CCl)nc2cc(S(=O)(=O)N3CCOCC3)ccc21,0.9,-0.8,-1.9,0.2,-0.3,4,1.1,1.5,-2,1,-2
O=C1C(=O)N(c2ccccc2)C(c2ccccc2[N+](=O)[O-])/C1=C(\O)c1ccccc1 (stereo unspecified),-0.2,1.6*,-0.8,5.4,4.4,0,2.2,4.2,0,-104,0
COC(=O)C1=NNC2(c3ccc(C)cc3)C(=O)N(c3cccc(C)c3C)C(=O)C12 (stereo unspecified),1.7,-1.9,-0.3,-1.3,-2.0,16,0.9,2.5,1,-6,-2
CCCN(CC(=O)Nc1ccc(F)c(F)c1F)Cc1cc(=O)n2ccsc2n1,-0.2,-2.0,-0.2,-1.8,-0.9,-2,0.5,-1.8,0,-6,1
CC1CC(C)CN(C(=O)CSc2n[nH]c(N)n2)C1 (stereo unspecified),0.0,-1.0,-1.8,0.8,-0.2,0,0.7,-2.2,-7,-5,-1
Cc1cc2nnc(SCC(=O)Nc3cccc(S(=O)(=O)N4CCOCC4)c3)n2c2ccccc12,0.4,-1.5,0.0,-1.2,1.8,-14,-1.9,-1.5,-3,-4,-3
Cc1c(OCC(=O)NCCCN2CCCC2=O)ccc2c3c(c(=O)oc12)CCC3,-0.2,-1.2,-1.0,-1.4,0.1,7,1.4,-0.6,3,-7,-3
COc1cccc(N=Cc2nc(-c3ccccc3)oc2OC(C)=O)c1,4.0,-1.3,-0.5,1.6,-1.1,13,-0.8,-0.3,-1,-11,-3
CCCNC(=O)C1(C)CCN(C(=O)c2ccc3c(c2)CCO3)C1 (stereo unspecified),.,-0.8,0.2,-1.4,-0.8,5,-1.1,1.2,-3,5,-6
CN1CCCC(OC(=O)c2cc(Cl)cc(Cl)c2)C1 (stereo unspecified),0.4,-1.1,0.8,-0.7,0.4,-2,-0.7,-0.7,3,-3,-1
O=C(O)Cn1nnnc1SCC(=O)Nc1ccc(OC(F)(F)F)cc1,0.0,-0.6,-0.7,1.6,0.7,4,0.5,-1.6,3,-3,-4
CCN(CC)Cc1cc(NC2=NS(=O)(=O)c3ccccc32)ccc1OC(=O)c1ccccc1,-0.4,-1.7,-0.1,-0.8,1.8,-3,-1.2,3.0,-6,4,-3
NC(=O)c1c(N)[nH]c(C(=O)c2ccccc2)c1-c1ccccc1,.,-1.2,-0.2,-0.4,.,18,0.5,-1.0,-1,-4,-1
Cc1cc(C)c2cc(C(=O)Nc3ccc(C)c(F)c3)[nH]c2c1,1.0,-1.1,-0.4,-3.0,0.4,-8,1.9,0.0,3,-26,-2
Cc1cccc(NC(=O)Nc2cc(C)cc(C)n2)c1,-1.5,0.3,1.4,4.7,5.8,-2,-0.6,13*,0,2,1
Cc1cc2cc(CNC(=O)CCC(=O)O)ccc2n1C,0.2,-1.6,-0.3,0.3,-0.7,-2,-1.8,2.4,-4,-23,0
COc1ccc(-c2cc(C(=O)NCCCN3CCOCC3)c3ccccc3n2)cc1OC,-0.5,-1.0,0.4,-1.4,0.0,8,0.4,-3.1,5,-251,-1
COC(=O)Cc1c(C)c2ccc(OC(=O)c3ccccc3)cc2oc1=O,-0.7,-1.1,-0.4,-1.3,-0.4,-6,1.0,-1.0,-7,i,-2
CC(C)OC(=O)CSc1nnc(-c2ccccn2)n1-c1ccccc1,1.3,-1.0,0.5,-0.6,-1.5,7,-1.4,0.5,2,3,0
O=C(CN1CCN(c2ccccn2)CC1)Nc1cccc(C(F)(F)F)c1,-0.2,-0.7,0.0,-0.3,1.0,-7,-0.5,-0.5,-2,-1,0
Cc1[nH]c(C(=O)O)c(C#N)c1C(=O)c1ccccc1,0.1,-0.7,-0.2,-0.9,3.1,3,0.1,-0.1,0,-4,-2
O=C(CC[C@H]1O[C@@H](n2ccc(=O)[nH]c2=O)[C@H](O)[C@@H]1O)N[C@H](Cc1ccccc1)C(=O)NCc1ccco1,.,-1.4,3.6,-1.5,.,6,-0.4,0.2,0,1,-2
CCOc1ccc(/C(O)=C2/C(=O)C(=O)N(c3ncccn3)C2c2ccc(C)cc2)cc1 (stereo unspecified),1.5,-0.9,-0.2,-1.1,0.3,-43,1.3,-0.4,3,-14,3
O=C(CN1CCN(c2ccc(F)cc2)CC1)c1ccc2c(c1)OCO2,1.4,-0.7,0.1,1.0,2.2,3,-1.3,-0.2,-3,-2,1
OCCC1CN(Cc2cccc3nccnc23)CCN1C1CCCC1 (stereo unspecified),-0.1,-1.3,2.0,0.2,1.0,9,-2.4,4.3,-3,6,-7
CC(=O)Nc1ccc(S(=O)(=O)N(C)CC(=O)N/N=C/c2cccs2)cc1,0.5,-1.5,-0.3,-1.0,-0.3,0,1.0,-1.9,-1,-5,0
CN(C)S(=O)(=O)c1cccc(NC(=O)CNC2CCCCC2)c1,-0.6,-0.5,-0.2,-0.6,1.3,2,-0.5,-1.3,2,-1,-2
O=C(COc1ccc(F)cc1)N(CC1=CCS(=O)(=O)C1)c1ccccc1,0.5,-1.3,-0.5,-1.4,-0.4,0,0.2,0.2,2,6,-2
O=C(NCCc1ccccc1)C1Cc2c(-c3ccc4c(c3)OCO4)ccnc2O1 (stereo unspecified),.,-1.7,1.1,-0.6,-2.2,0,0.2,-0.5,-2,-6,1
O=C(c1cccs1)N1CCN=C1SCc1ccccc1,-0.2,-1.1,-0.2,-1.0,0.7,4,-0.8,-1.6,-4,0,6
CN(C1CCCCC1)S(=O)(=O)c1ccc(SCC(=O)NC(C)(C)C)nc1,-1.0,-1.3,1.1,1.0,-0.6,6,1.7,3.2,4,-6,1
CC(C)(C)CC(C)(C)NCC(O)COc1c(F)cc(Br)cc1F (stereo unspecified),0.7,-1.1,-0.9,-1.7,-0.1,12,0.5,0.4,-1,1,0
Cc1cccc(NC(=O)Cn2cnc3sc(C)c(S(=O)(=O)N4CCC(C)CC4)c3c2=O)n1,1.6,-0.6,0.2,-1.7,2.3,2,3.5,0.5,0,2,0
Cc1cnc(NC(=O)[C@H](C)N2C(=O)C3CCCCC3C2=O)s1 (stereo partly specified),-0.1,-1.4,0.3,1.7,1.6,3,-0.2,0.6,-4,-4,0
CCOC(=O)/C=C1\NC2(CCCCC2)Cc2cc(OC)c(OC)cc21,0.8,-1.2,0.7,-1.2,-0.2,6,1.9,-0.9,-1,-15,-1
COc1ccc(C(=O)NCC(=O)Nc2cccc(S(=O)(=O)N3CCCC3)c2)cc1,-0.2,-1.5,0.7,-0.6,1.4,-7,-1.4,-0.9,5,-4,7
CN=C1S/C(=C\c2c(OC)cc(OC)cc2OC)C(=O)N1C,1.2,-1.5,-0.3,-3.4,3.4,6,-3.3,-0.4,0,-68,1
O=C(NCc1cccs1)[C@@H]1CCCN1S(=O)(=O)c1ccccc1F,-0.3,-1.7,1.2,0.1,0.5,2,0.1,-2.1,-4,2,-5
COc1ccc(Nc2cc(C)c3cc([N+](=O)[O-])ccc3n2)cc1,-0.1,-1.1,-0.7,-0.4,1.7,4,2.5,1.0,1,-21,-2
Cc1cccc(C)c1OCC(O)CN (stereo unspecified),0.9,-0.8,0.2,-1.2,2.5,5,0.3,-0.9,-4,2,1
Cc1cccc(Nc2cc(C)nc3ccccc23)c1,-1.2,-1.3,0.8,-1.8,2.0,-1,2.1,0.3,-4,-5,1
Cc1nnc(-c2ccccc2)o1,0.6,-0.8,0.1,-0.1,3.8,9,-2.0,0.6,-3,-6,-3
Cc1c(NC(=O)CSc2nnnn2Cc2ccccc2)c(=O)n(-c2ccccc2)n1C,-0.4,-0.9,-0.2,-0.1,-4.6,6,1.6,-3.4,-2,1,-2
CCOC(=O)C1=C[C@@H](c2ccccc2)N(S(=O)(=O)c2ccc(C)cc2)[C@H]1c1ccc(F)cc1,.,-1.8,-1.2,-0.2,.,-6,-0.2,-0.8,4,2,-4
# Other compounds follow.
SMILES,DAX1 inh-1,ssDAF12 agonist,DAX1 inh-2,hcDAF12 agonist,FXN GAA850 act,sPLA2-III inh,PG9 binder,hgDAF12 agonist,Rev-erbA mod,PLCb3 inh,SMARCA2 activ
COc1ccc(NC(=O)CCSc2ccc(F)cc2)cc1,4.2*,-0.3,3.1,2.6,2.6,-2,-1.6,9.7,2,-8,1
CCN(c1ccccc1)S(=O)(=O)c1ccc(OC)c(NC(=O)CNC)c1,1.4,-1.5,-0.3,-2.3,0.1,-5,-1.2,0.6,-2,1,0
COc1ccc(S(N)(=O)=O)cc1C(N)=O,0.6,-1.9,-0.4,0.6,0.8,19,-0.6,-1.5,-4,-3,1
N/C(CSc1ccccn1)=N\OCc1c(Cl)cccc1Cl,-0.9,-0.7,0.0,-2.5,1.4,-3,-2.6,-1.6,-1,-4,1
